Source: PubChem
mcGAS lum – blocks mouse cGAS activity; 160,000 compounds, 0.15% hits; recombinant cGAS, Kinase-Glo ATP depletion luminescence; Q8C6L5; AID 1259399; inhibition, % at 12.5 µM;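 also: 0% = negative control wells and 100% = reference inhibitor with no enzyme activity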
hcGAS lum – human cGAS inhibition. inhibition, % at 12.5 µM. recombinant h-cGAS, ATP depletion, Kinase-Glo luminescence. AID 1259398. 290,000 compounds, 0.081% hits;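 also: 0% = vehicle reaction and 100% = reaction without DNA for no activity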
Target sequence (Q8N884 whole entry, looked up): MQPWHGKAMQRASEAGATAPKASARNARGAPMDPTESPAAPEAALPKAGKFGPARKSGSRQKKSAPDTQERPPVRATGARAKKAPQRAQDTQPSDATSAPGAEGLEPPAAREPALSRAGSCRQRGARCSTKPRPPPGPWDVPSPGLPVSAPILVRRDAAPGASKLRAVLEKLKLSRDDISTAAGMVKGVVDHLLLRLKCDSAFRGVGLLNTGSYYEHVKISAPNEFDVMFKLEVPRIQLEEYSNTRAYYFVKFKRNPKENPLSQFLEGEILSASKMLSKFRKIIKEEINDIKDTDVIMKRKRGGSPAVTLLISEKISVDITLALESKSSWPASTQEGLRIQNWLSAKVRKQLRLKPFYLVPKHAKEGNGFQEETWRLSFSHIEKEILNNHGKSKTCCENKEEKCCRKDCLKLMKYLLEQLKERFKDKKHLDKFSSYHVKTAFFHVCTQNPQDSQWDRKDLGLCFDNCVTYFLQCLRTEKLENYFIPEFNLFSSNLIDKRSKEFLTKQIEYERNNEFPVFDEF
NPYLR7 ag – activates Aedes aegypti NPYLR7 receptor; HEK293T NPYLR7/Galpha15, GCaMP6s calcium fluorescence; activation, % at 10 µM; 270,000 compounds, 0.15% hits; AID 1259423; in the data active = activation above about 40%;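 also: 0% = vehicle and 100% = reference agonist at the receptor; some compounds past the cut are filed as inactive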
An asterisk follows results filed as active; . = not tested or not shown; & = joins results of further samples. Rule as the data show it, unless noted: active = inhibition above about 40%; inactive = the rest.

Molecule | NPYLR7 ag | hcGAS lum | mcGAS lum
N#CCCN1N=C(c2ccc(Cl)cc2)OCC1=O | -7 | 1 | .
CN(C)S(=O)(=O)c1ccc(C(=O)NCCn2ncc3c(=O)n(Cc4cccc(F)c4)cnc32)cc1 | -3 | -4 | -10
O=C(Cn1nnc2ccccc21)NCC1CCCCC1 | -1 | -9 | .
CC(C)N(Cc1ccccc1)CN1C(=O)NC2(CCCCCC2)C1=O | 8 | -2 | -7
CN(CCCNC(=O)N1CCC2(CCCC2)C1)C(=O)C1CCC1 | 5 | -15 | .
CCCOCC(=O)N1CCC(N2CCCC(C(=O)N3CCN(C)CC3)C2)CC1 (stereo unspecified) | 7 | -6 | .
Cn1c2c(c(=O)n(C)c1=O)C1(NC(=O)N2)C(=O)Nc2ccccc21 (stereo unspecified) | -2 | 4 | .
COc1ccccc1NC(=O)c1c(-c2ccccc2Cl)noc1C | 1 | -6 | -3
C/C(=C\c1ccccc1)CN1CCOC(CCNS(C)(=O)=O)C1 (stereo unspecified) | . | 2 | -15
CCCCCCCCCC(=O)N(CCOC)Cc1cccn1Cc1cccc(C)c1 | -4 | -11 | -7
Cc1c(C#N)oc2ccccc12 | 3 | -2 | -6
CCn1c2ccccc2c2cc(CN(Cc3ccco3)S(=O)(=O)c3ccccc3S(C)(=O)=O)ccc21 | -9 | -2 | -4
CC(C)(C)C(=O)CN1C(=O)C2(OCCO2)c2ccccc21 | 4 | 6 | -6
CCOc1ccc2nc(N(Cc3cccnc3)C(=O)c3cccs3)sc2c1 | -2 | -1 | 0
CC1(C)NC(=O)N(CCn2nnc(-c3ccc(C(N)=O)cc3)n2)C1=O | 0 | -10 | -11
Cc1cc(N2CCN(c3ccccc3F)CC2)nc(SCc2ccc(C(=O)NCc3cccnc3)o2)n1 | -5 | 9 | -1
CCN1CCCC1CNC(=O)Cn1cnc(S(=O)(=O)N2CCCCC2)c1 (stereo unspecified) | . | -6 | -4
Cc1ccccc1COc1cccc(CC(=O)NCC#N)c1 | 1 | -8 | .
Cc1ccc(Cl)cc1N1CCN(Cc2nc(C3CC3)no2)CC1 | 2 | -7 | .
CSc1ncccc1C(=O)N1CCOC(Cc2ccc(F)cc2)C1 (stereo unspecified) | 9 | 0 | .
CC1C=CCC2C(=O)N(c3cc([N+](=O)[O-])ccc3F)C(=O)C12 (stereo unspecified) | 1 | -5 | -5
CCCCn1c(=O)[nH]c(=O)c2c1ncn2CCC(C)C | 0 | -9 | .
Cc1cn2c(/C=C3/SC(=NC4CCCC4)NC3=O)c(C)nc2s1 | 14 | -7 | -17
NC(=O)C1Cc2ccccc2CN1Cc1ncc(-c2ccccc2)o1 (stereo unspecified) | 3 | -10 | .

Whole records as entered above. Values in the order: NPYLR7 ag | hcGAS lum | mcGAS lum
Profile of `CC(C)(C)C(=O)CN1C(=O)C2(OCCO2)c2ccccc21` = 4 | 6 | -6
Profile of `Cc1ccccc1COc1cccc(CC(=O)NCC#N)c1` = 1 | -8 | .
Profile of `Cc1cc(N2CCN(c3ccccc3F)CC2)nc(SCc2ccc(C(=O)NCc3cccnc3)o2)n1` = -5 | 9 | -1

Going on with the list.
Molecule | NPYLR7 ag | hcGAS lum | mcGAS lum
CNc1cccc(-c2cccc(NS(C)(=O)=O)c2)n1 | 4 | -12 | .
Cc1ccc(CN2CCC(CNC(=O)C3(N)CCCC3)C2)cc1C (stereo unspecified) | -1 | -3 | .
CCOc1cc(C)c(C)cc1S(=O)(=O)Nc1ccc(C)cc1 | 8 | -5 | -4
O=C(CSc1ccnc(=O)[nH]1)NCc1ccccc1 | 4 | -5 | -9
Cc1c(NC(=O)OCCOc2nc(N(C)C)nc(N(C)C)n2)sc(=S)n1C | 3 | -4 | -2
CCC(=O)Nc1ccc(Nc2nc(C)cc(N3CCCCC3)n2)cc1 | 5 | 3 | .
Cn1nc(C(=O)O)cc1C(F)(F)F | 6 | -1 | .
Cc1nc(CNC(=O)C(=O)N2CCCc3cc(Cl)ccc32)cs1 | 6 | -6 | -12
CCn1c(O)c(C2=c3cc(Br)ccc3=NC2=O)sc1=S | -10 | 1 | 0
Cc1cccc(NC(=O)CCC2CCN(C(=O)C3CC34CCCCC4)CC2)c1 (stereo unspecified) | 6 | -7&-7 | .
COCCN(CCC#N)C(=O)c1oc2c(C)ccc(C)c2c1C | 9 | -9 | .
COc1ccc(Oc2nc(N3CCN(C)CC3)nc3c2CN(Cc2cccs2)CC3)cc1 | 5 | 3 | .
CN(C)c1ccc(C2=NOC(CN(Cc3cccc(F)c3)C(=O)c3ccco3)C2)cc1 (stereo unspecified) | 0 | -7 | -6
O=C(CCc1ccncc1)N1CCCC(CCc2ccc(F)c(F)c2)C1 (stereo unspecified) | 6 | -9 | .
CN1CCN(Cc2c(O)ccc3c(=O)c(-c4ccccc4)coc23)CC1 | 3 | -4 | .
CCn1c(=O)cc(N2CCC(C)CC2)[nH]c1=O | 1 | -8 | .
Cc1ccsc1CN(Cc1ccc2c(c1)OCO2)C(=O)CN(CC1CCCO1)C(=O)C1CCCC1 (stereo unspecified) | -3 | -3 | -4
N#CC(=Cc1ccsc1)c1nnc(N2CCOCC2)n1-c1ccccc1 | -4 | -3 | .
Cc1ccc(-c2nnc(SCc3ccc(C#N)cc3)o2)cc1C | 7 | 0 | .
COc1cc(C)ccc1-n1c(CCC(=O)NCc2ccco2)cc2c1-c1ccccc1OC2 | 0 | -6 | -7
C[N+]1(C2CCCSc3ccccc32)CCN(c2ccccc2)CC1 (stereo unspecified) | 4 | -10 | .
COc1ccccc1-n1c(SCc2ccc(C(=O)NCc3ccncc3)cc2)nnc1-c1ccco1 | 7 | -6 | -4
CC(=O)N1CCc2cc(NC(=O)C3CCN(C(=O)C=Cc4ccccc4)CC3)ccc21 | 2 | -6 | .
COc1ccc(C=CC(=O)c2ccc(C)o2)cc1OC | 4 | -3 | .
CCc1cccc2c(C(CC(=O)NCc3cccc(C(F)(F)F)c3)c3ccc4c(c3)OCO4)c[nH]c12 (stereo unspecified) | . | 0 | -1
CCOc1ccc(CN(Cc2nc(C(=O)N3CCCC3)co2)C(C)CC)cc1 (stereo unspecified) | 7 | -5 | -7
CC(=O)N1CCN(c2cc(C(C)(C)C)nc(SCc3ccc(C(=O)O)cc3)n2)CC1 | -13 | 2 | 0
CC1CN(C=CC(=O)C(F)(F)F)CC(C)O1 (stereo unspecified) | 1 | -8 | .
COc1cncc(-c2ccc3nnc(-c4ccc(OCCCN(C)C)cc4)n3c2)c1 | 14 | -5 | -7
CCOC(=O)c1nc2cc(Cl)c(Cl)cc2nc1N1CCN(C(=O)C(F)(F)C(F)(F)C(F)(F)F)CC1 | . | -6 | -6
Cc1ccccc1S(=O)(=O)NC(=O)C1(C)CCN1C(=O)c1ccc(C(C)(C)C)cc1 (stereo unspecified) | 0 | -9 | .
CCSc1nc(CC(=O)N(C)CC2Cc3ccccc3O2)cs1 (stereo unspecified) | 5 | 0 | .
CSCc1ccc(C(=O)N(C)C(C)Cc2cc(C)ccn2)o1 (stereo unspecified) | 0 | 0 | -3
COc1ccc(NC(=O)Cn2c3ccccc3c3ncn(Cc4ccccc4)c(=O)c32)cc1OC | -2 | -3 | -8
O=C(NCCCc1ccccc1)c1cc(=O)c(OCc2ccc(F)cc2)co1 | 2 | -12 | .
CCCc1cc(N2CCN(c3cccc(C)n3)CC2)n2nc3nc(C)cc(C)c3c2n1 | 2 | -10 | -7
Clc1ccc2nc(N3CCN(c4ccccc4)CC3)nc(-c3ccccc3)c2c1 | 3 | -8 | -6
CCOC(=O)NCC(=O)N(Cc1ccc(C(F)(F)F)cc1)C1CC1 | 3 | -5 | .
CN(CC(=O)Nc1cnc2n1CCCC2)Cc1cccnc1 | 8 | -3 | -13
COc1ccc(-c2ccc(CCC(=O)NCCCOC(C)C)n2-c2ccc(SC)cc2)cc1 | 2 | -4 | -9
Cc1c[nH]c(C(=O)N2CCCC(Nc3ccc(F)c(F)c3)C2)c1 (stereo unspecified) | 9 | 0 | -14
Oc1c(Cl)cc(Cl)cc1C1=NNC(c2ccccc2F)C1 (stereo unspecified) | -2 | -3 | .
CC(C)COC(=O)C(C)Sc1n[nH]c(=O)[nH]c1=O (stereo unspecified) | 12 | 5 | .
Cc1ccc(/C=N\n2c(-c3ccc(Cl)cc3)csc2=NCC2CCCO2)o1 (stereo unspecified) | -2 | -3 | -6
C=CCn1c(=S)[nH]c2scc(-c3cccs3)c2c1=O | 3 | 11 | .
CCc1nc2ccc(C(=O)Nc3ccc(NC(C)=O)cc3)cn2c1N(CCN(C)C)CC1CC1 | -2 | -9 | -2
Cc1cccc(OCCNC(=O)Nc2ccc(N3CCCC3)nc2)c1 | 4 | -6 | -14
CCOC(=O)CSc1ncnc2c1nnn2C | 0 | -2 | .

Laid out differently: results already given.
Each structure is followed by: NPYLR7 ag | hcGAS lum | mcGAS lum
Cc1ccc(Cl)cc1N1CCN(Cc2nc(C3CC3)no2)CC1
→ 2 | -7 | .
CSc1ncccc1C(=O)N1CCOC(Cc2ccc(F)cc2)C1 (stereo unspecified)
→ 9 | 0 | .
CC1C=CCC2C(=O)N(c3cc([N+](=O)[O-])ccc3F)C(=O)C12 (stereo unspecified)
→ 1 | -5 | -5

Further records follow:
Molecule | NPYLR7 ag | hcGAS lum | mcGAS lum
CCCC(=O)Nc1cccc(NC(=O)c2ccc(-n3cnnc3)cc2Cl)c1 | 3 | -8 | -6
CCc1nnc(CN(CC)C(=O)CSc2nnc(C)s2)o1 | 0 | -5 | -9
CC1Oc2ccc(NC(C)c3nc(C(C)C)no3)cc2NC1=O (stereo unspecified) | 1 | -9 | .
O=C(c1ccc(F)cc1Br)N1CCN(S(=O)(=O)c2ccccc2)CC1 | 5 | -7 | .
O=C(CCC1CCCCC1)N1CCN(c2ccc(Nc3ccncc3)nn2)CC1 | 11 | -8 | .
O=C(COc1ccc(Cl)cc1)NCC(O)c1ccc(Cl)cc1 (stereo unspecified) | -7 | -4 | .
COc1cc2sc(C(=O)Nc3c(C)cccc3C)c(Cl)c2cc1OC | 7 | -5 | -5
CC(NC(=O)c1ccc2c(c1)OCO2)c1ccc2c(c1)CCCC2 (stereo unspecified) | 15 | -12 | .
Cc1nonc1CC(=O)N1CCCC(C(=O)c2ccc(Oc3ccccc3)cc2)C1 (stereo unspecified) | 18 | -10 | -9
CN(CC1(CO)CCCC1)c1nccc(N2CCCC(O)C2)n1 (stereo unspecified) | -7 | -7 | -10
CCc1nc2n(n1)C(=O)C(C(c1ccccc1F)N1CCCCC1)S2 (stereo unspecified) | -1 | 1 | -4
O=C(Cn1nc(C(F)F)cc1C(F)F)N/N=C\c1cccc(I)c1 | -1 | -3 | .
COCCN(CC1CCN(Cc2ccccc2OC)CC1)C(=O)C1=CCCC1 | 15 | -9 | -11
O=C(c1ccc2oc(CCc3ccccc3)nc2c1)N1CCN(CC2CC2)CC1 | 9 | 0 | .
N#CCCCSc1nc2cc(S(=O)(=O)N3CCOCC3)ccc2n1CC1CCCO1 (stereo unspecified) | 7 | -4 | -3
COC(=O)c1ccc(C(=O)OC)c(S(=O)(=O)NCc2cccc(C)c2)c1 | 3 | -8 | .
O=C(O)CN1C(=O)/C(=C\c2ccc(-c3ccc(Cl)c(Cl)c3)o2)SC1=S | -2 | 8 | -4
COc1ccc(NC(=O)CSc2nnc(SC)s2)cc1OC | 14 | -10 | .
CC(C)CNC(=O)c1ccc(CN2CCn3cccc3C2c2ccc3c(c2)OCCO3)o1 (stereo unspecified) | . | 1 | 1
CCN(CC)C(=O)Cn1cnc2c(nnn2-c2cccc(F)c2)c1=O | -6 | -5 | -8
CC(=O)Cn1c(=O)c2c(nc3n(CCN4CCOCC4)c(C)c(C)n23)n(C)c1=O | 4 | -2 | .
C=C(C)COc1cccc(C(=O)NCc2cn3nc(C)sc3n2)c1 | -1 | -10 | -12
O=c1[nH]c(CN2CCCC2)nc2scc(-c3ccccc3F)c12 | 0 | -3 | -1
O=C(COC(=O)C=Cc1ccc(I)o1)NC1CCCCCCC1 | -1 | -4 | .
CC(C)(C)c1ccc(C(=O)NCC(=O)N2CCc3c(cccc3N3CCOC3=O)C2)cc1 | 3 | -11 | .
Cc1nn(CCNC2CCOC3(CCOCC3)C2)c(C)c1Cl (stereo unspecified) | . | -11 | -5
Cc1ccc(N2C(=O)CC(NCc3cccnc3)C2=O)cc1 (stereo unspecified) | -13 | -7 | -6
COC(=O)c1csc(S(=O)(=O)Nc2n[nH]c(C)c2C)c1 | 11 | -9 | .
CCOC(=O)CN(C)C(=O)c1cc(-c2ccccc2)cc(Cl)c1O | 6 | 27 | .
CN(C)C1CCCN(C(=O)C23CC4CC(C2)CC(n2cncn2)(C4)C3)CC1 (stereo unspecified) | -3 | 1 | -2
COc1ccc(NC(C)=O)cc1NS(=O)(=O)c1cc2c3c(c1)C(C)C(=O)N3CCC2 (stereo unspecified) | 8 | -6 | .
N#CC1C(=N)Oc2n[nH]c(-c3cccc([N+](=O)[O-])c3)c2C1c1ccc([N+](=O)[O-])cc1 (stereo unspecified) | -2 | 1 | .
Cc1c(C(=O)NCCCN2CCOCC2)cnn1-c1nccc(-c2cc3ccccc3o2)n1 | 1 | 2 | -6
Cn1c(Cc2cccs2)n[nH]c1=S | 7 | -9 | .
COc1ccc(Br)c(C(=O)N2CCC(C(N)=O)CC2)c1 | -4 | 0 | -3
Cc1cccc(CNC(=O)Nc2nnc([C@@H]3C[C@H](O)[C@@H](CO)O3)s2)c1 | 1 | -8 | -8
Cc1ccsc1CN(CCN(C)C)C(=O)CN | 8 | -4 | -19
CCOC(=O)c1nn(-c2ccccc2C)c(=O)cc1NCc1ccccc1 | 5 | -4 | .
Cc1cc(Cl)cc(NC(=O)CCc2cscn2)c1O | 11 | -7 | -17
COc1ncccc1-c1cc(C(F)(F)F)cc2[nH]cnc12 | 3 | -4 | .
O=C(NNC(=O)c1cc2ccccc2o1)c1ccc(=O)n(Cc2ccc(Cl)cc2)c1 | -8 | -4 | -1
